D1 potentiator: human D1 dopamine receptor positive modulation | P21728 | HEK293 TREx D1 cells, calcium flux, dopamine EC20 potentiation | potentiation, % at 10 µM | hit rate 0.036% among 360,000 | AID 504651; in the data active = potentiation above about 30%; also: 0% is about no effect
D1 agonist: agonists of human D1 dopamine receptor | P21728 | HEK293 T-REx D1 cells, calcium flux, agonist mode | activation, % at 2 µM | hit rate 1% among 360,000 | AID 504660; also: 0% is about no effect
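Inducible HEK293 T-REx D1 cells, force-coupled to calcium signalling, were plated at 4000 cells/well with tetracycline and held overnight at 30 C. After no-wash calcium dye loading, compound-evoked calcium rise over 180 s flagged agonists.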
D2 antag: D2 dopamine receptor (human) antagonism; P14416; HEK293 TREx D2 cells, calcium flux, dopamine EC80; inhibition, % at 10 µM; hit rate 2% among 340,000; AID 485344; in the data active = inhibition above about 30%; also: 0% is about no effect
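Tetracycline-induced HEK293 T-REx cells expressing D2 force-coupled to calcium signalling were dye-loaded, exposed to compound for 180 s, then challenged with an EC80 of dopamine; calcium flux was followed kinetically for a further 180 s.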
D2 potentiator: D2 dopamine receptor (human) potentiation; HEK293 T-REx D2, calcium flux, EC20 dopamine potentiation; P14416; hit rate 0.34% among 340,000; potentiation, % at 10 µM;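 active = potentiation over 3 SD above the plate norm, cut at about 30% in these data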; also: 0% is about no effect
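Potentiation of an EC20 dopamine calcium response measured kinetically over 180 s, after a preceding 180 s compound-only read flagging agonists. Cells: inducible Hek293 Trex D2 line, 4000/well, cultured overnight at 30 C before dye loading.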
D1 antag: blocks dopamine activation of the human D1 receptor. HEK293 TREx D1 cells, calcium flux, dopamine EC80; stronger effect = lower value. activity change, negative = inhibition, % at 10 µM. hit rate 3.2% among 360,000; in the data active = activity change below about -30%; also: % is scaled to controls: 0 for no effect and ±100 for the full control effect
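Tetracycline-induced HEK293 T-REx cells with force-coupled D1 receptor were loaded with a no-wash calcium dye. Compound was added after a 10 s baseline and read kinetically for 180 s; EC80 dopamine was then added and calcium flux followed another 180 s.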
RXFP1 antag: RXFP1 (human) relaxin receptor antagonism | AID 1259400 | Q9HBX9 | activity change, negative = inhibition, % at 57.5 µM | HEK293-RXFP1, relaxin-stimulated cAMP HTRF, 30 min; stronger effect = lower value | hit rate 0.59% among 350,000;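 active = activity change of -60% or lower, but not beyond a set lower limit; inconclusive = change between -60% and -40%, or beyond the set limit; inactive = change above -40%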; also: % is scaled to controls: 0 for no effect and ±100 for the full control effect
Target sequence (Q9HBX9 whole entry, looked up): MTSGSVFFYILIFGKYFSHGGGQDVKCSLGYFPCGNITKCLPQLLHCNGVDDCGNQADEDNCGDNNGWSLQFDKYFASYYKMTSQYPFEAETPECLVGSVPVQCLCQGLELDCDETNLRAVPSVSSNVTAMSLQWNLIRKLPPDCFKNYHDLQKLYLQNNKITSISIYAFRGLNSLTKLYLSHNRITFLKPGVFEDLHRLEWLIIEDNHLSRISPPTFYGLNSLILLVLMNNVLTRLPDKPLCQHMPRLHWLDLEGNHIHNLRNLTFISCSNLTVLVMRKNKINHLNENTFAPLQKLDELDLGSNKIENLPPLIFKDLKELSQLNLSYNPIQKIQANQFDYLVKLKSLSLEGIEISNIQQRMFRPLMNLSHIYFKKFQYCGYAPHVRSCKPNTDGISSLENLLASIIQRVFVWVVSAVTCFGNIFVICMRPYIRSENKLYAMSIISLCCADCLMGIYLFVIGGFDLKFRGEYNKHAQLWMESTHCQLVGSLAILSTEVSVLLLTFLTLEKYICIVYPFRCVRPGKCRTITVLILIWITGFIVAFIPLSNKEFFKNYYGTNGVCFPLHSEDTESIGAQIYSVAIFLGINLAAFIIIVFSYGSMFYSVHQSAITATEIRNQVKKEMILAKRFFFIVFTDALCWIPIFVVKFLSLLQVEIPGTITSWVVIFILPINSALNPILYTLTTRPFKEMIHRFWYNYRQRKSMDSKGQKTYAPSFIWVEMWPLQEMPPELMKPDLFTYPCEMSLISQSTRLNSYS
D2 agonist: D2 dopamine receptor (human) agonism. HEK293 T-REx D2 cells, calcium flux agonist mode. activation, % at 2 µM. hit rate 0.53% among 340,000. P14416. AID 485358;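 active = activation over 3 SD above normal in the single-dose calcium agonist read, cut at about 30% in these data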; also: 0% is about no effect
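Agonism is scored from calcium flux in a force-coupled, inducible HEK293 cell line expressing D2, read kinetically for 180 s after compound addition against dopamine controls.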
TRHR agonist: TRH receptor (human) agonism. activation, % at 2 µM. P34981. AID 493084. TRHR cells, calcium flux fluo-8, FDSS agonist mode. hit rate 0.18% among 360,000; also: 0% is about no effect
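TRHR-expressing cells, plated overnight in medium with 10% serum, were loaded with fluo-8 calcium dye at room temperature. After a 10 s baseline, library compound was pin-added and calcium release was recorded kinetically (ex 480/em 530) as agonist response.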
TRHR PAM: TRH receptor (human) allosteric enhancement. TRHR cells, fluo-8 calcium fluorescence, EC20 TRH enhancement. enhancement, % at 2 µM. hit rate 0.66% among 360,000. AID 493056; in the data active = enhancement above about 30%; also: 0% is about no effect
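Enhancer read-out: after compound pinning and an initial kinetic agonist-mode read, an EC20 of TRH (10 nM final) was injected and fluo-8 calcium signal (Ex 480/Em 530) followed at 1 s/cycle for 100 cycles in TRHR-expressing cells.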
* hit, by the source's call; ? = inconclusive; · = no result given; & = joins results of further samples. Rule as the data show it, unless noted: active = activation above about 30%; inactive = the rest.

Results follow in this order: D1 potentiator	D1 agonist	D2 antag	D2 potentiator	D1 antag	RXFP1 antag	D2 agonist	TRHR agonist	TRHR PAM
> Cc1nn(Cc2ccccc2Cl)c(Cl)c1/C=C/C(=O)OCC(=O)NC1CCS(=O)(=O)C1 (stereo unspecified)
    0	7	5	0	-18	-7	1.5	0.3	3
> Cc1c(NC(=O)COc2cccc(F)c2)c(=O)n(-c2ccccc2)n1C
    ·	4	10	-4	4	-6	0.9	0.0	3
> CCOc1ccc(CNC(=O)c2ccc(Sc3ccc(C)cc3)c(NC(C)=O)c2)cc1
    6	4	1	-1	-14	-7	-0.2	-0.8	26
> Cc1ccc(CCNC(=O)C2CC(=O)N(CCc3ccccc3)C2)cc1 (stereo unspecified)
    -7&-2	4&-4	-2	10&-10	14&0	12&-5	0.2&0.2	-0.4&-0.7	2&2
> Cc1cc(C)c(OCCCn2ccnc2)c(C)c1
    -4	5	24	13	16	0	0.4	-1.1	1
> Cc1ccc2c(c1)-c1c(c(C(=O)NCCc3ccccc3)nn1C)CS2
    0	7	·	3	-4	-5	1.9	-1.4	4
> Cc1cc(NCc2ccccc2)n2ncc(-c3ccccc3)c2n1
    -2	2	-3	-7	14	-9	0.9	0.8	3
> COc1ccc(CNC(=S)Nc2ccccc2F)cc1
    -7	5	3	19	-2	2	-0.2	-2.2	4
> CN(C(=O)COc1ccc(Oc2ccccc2)cc1)C1CCS(=O)(=O)C1 (stereo unspecified)
    2	8	23	7	7	-12	0.4	-0.2	11
> CN(C)c1cc(N/N=C/c2ccccc2C(F)(F)F)nc(N(C)C)n1
    -1	7	-2	-2	-2	-13	2.4	1.2	3
> O=C(c1ccncc1)N1CCN(S(=O)(=O)c2cccc([N+](=O)[O-])c2)CC1
    1	1	5	8	15	-8	0.0	0.4	-4
> COc1ccc(NC(=O)CSc2ccc3nnc(CCNC(=O)c4ccccc4)n3n2)cc1OC
    0	0	2	-1	-2	12	0.2	1.4	-1
> Cc1cc(NC(=O)CSCC(=O)N(c2cccc(Cl)c2)C(C(=O)NC2CCCCC2)c2ccc(O)c(O)c2)no1 (stereo unspecified)
    -5	3	·	·	4	2	·	0.1	2
> NS(=O)(=O)c1cc(C(=O)NCCOc2ccccc2)c(Cl)cc1Cl
    -6	2	3	1	-3	·	0.7	-0.3	0
> Cc1cc(C)c2c(CC(=O)Nc3c(C(=O)c4ccc(F)cc4)oc4ccccc34)coc2c1
    2	4	·	1	-2	-7	0.5	0.7	30
> Cc1cccc(-n2c(C)cc(C(=S)N3CCOCC3)c2C)c1C
    0	-1	-4	21	5	-22	0.3	-0.4	5
> COc1ccccc1N(CC(=O)N/N=C/c1c(O)ccc2ccccc12)S(C)(=O)=O
    -5	-1	7	-3	-13	?	-0.4	-0.4	4
> CSc1nnc2c3cc(F)ccc3n(C)c2n1
    -2	0	12	-4	6	3	-0.2	-1.1	-5
> COc1ccc(C)cc1NC(=O)CSc1nnnn1Cc1ccccc1
    -6	0	15	-5	-12	-11	-0.6	-0.7	4
> Cc1ccc(OCC(=O)N/N=C/c2cn(Cc3ccccc3)c3ccccc23)cc1
    6	3	-2	6	2	-10	0.5	0.2	3
> O=C(CN1CCC(n2nnc3cc(F)ccc32)CC1)NCCc1ccccc1
    -7	-1	18	4	-13	-9	-0.7	-0.6	-1
> COc1ccc(Cl)cc1-c1nc(SCC(=O)NC(C)(C)C)n[nH]1
    1	3	-4	17	-5	-2	-0.1	0.4	0
> O=c1c2cc(O)c(O)cc2oc2cc(O)c(C3OC(CO)C(O)C(O)C3O)c(O)c12 (stereo unspecified)
    4	1	3	6	-4	·	0.7	0.2	-6
> O=C(CSc1nnc(-c2ccc(O)cc2)n1Cc1ccccc1)NNC(=O)c1ccc(Br)cc1
    3	5	-10	1	0	-18	-0.2	-0.2	3
> Cc1nnc(N2CCCC(C(=O)NCc3ccccc3F)C2)c2nn(-c3ccccc3)c(C)c12 (stereo unspecified)
    -3	2	-10	8	47	-33	-0.2	-0.3	-3
> COc1ccc(CCNC(=O)C2(c3ccccc3)CC2)cc1
    -8	3	7	12	-20	-2	0.0	-0.2	1
> NC(=O)CNC(=O)c1cccc(Cl)c1
    2	3	·	·	-14	-8	·	-1.2	13
> Cn1cccc1-c1nc2ccccc2[nH]1
    2	1	3	-11	-4	-3	4.9	0.0	-10
> O=C(CSc1nnc(CNC(=O)C23CC4CC(CC(C4)C2)C3)n1-c1ccc(F)cc1)Nc1ccc(F)cc1
    -2	3	-4	2	10	1	0.4	0.6	16
> Cc1ccc2c(c1)NCCO2
    1	1	0	0	0	2	-1.3	0.0	1

Looked up by structure from above (2):
Results follow in this order: D1 potentiator	D1 agonist	D2 antag	D2 potentiator	D1 antag	RXFP1 antag	D2 agonist	TRHR agonist	TRHR PAM
> Cc1cc(C)c2c(CC(=O)Nc3c(C(=O)c4ccc(F)cc4)oc4ccccc34)coc2c1
    2	4	·	1	-2	-7	0.5	0.7	30
> Cc1cccc(-n2c(C)cc(C(=S)N3CCOCC3)c2C)c1C
    0	-1	-4	21	5	-22	0.3	-0.4	5

Going on with the list:
Results follow in this order: D1 potentiator	D1 agonist	D2 antag	D2 potentiator	D1 antag	RXFP1 antag	D2 agonist	TRHR agonist	TRHR PAM
> COc1ccc(-c2nc3ccccn3c2NC2CCCCC2)cc1SC1CCCCC1
    5	0	7	19	4	·	-0.3	0.1	-1
> CCCSCCCNC(=O)Cn1cc2c(n1)CCC(C)C2 (stereo unspecified)
    -1	0	·	7	-2	-9	·	-0.7	-1
> CC(C)OC(=O)c1cc2c(ccn2C)n1CC(=O)N1CCC(Cc2ccccc2)CC1
    -3	1	-7	105*	1	-18	0.8	-0.6	8
> COc1ccc(NC(=S)N(CCCN2CCOCC2)Cc2ccco2)cc1
    -11	2	-3	-5	-9	-13	0.0	2.6	2
> CCOC(=O)c1ccc(NC(=O)CCS(=O)(=O)Cc2ccccc2)cc1
    -2	3	-2	0	11	3	1.2	0.2	5
> Cc1ccc(C)c(NC(=O)c2nnn(Cc3ccccc3)c2N)c1
    4	17	-22	2	25	11	0.7	2.9	-1
> COC(=O)c1[nH]c2ccc(Cl)cc2c1NC(=O)C1CC1
    -8	2	-14	-2	8	-2	-0.3	-0.4	0
> O=C(Nc1ccc(F)cc1)c1ccc(CN2CCc3ccccc3C2)cc1
    -2	4	-10	-18	12	1	1.3	0.5	-2
> COc1ccccc1N1CCN(Cc2cc(=O)c(OCC(=O)NC3CCCC3)co2)CC1
    -4	1	-7	-6	6	19	-0.3	-0.4	7
> O=C(NN1CCOCC1)c1ccc([N+](=O)[O-])cc1
    -4	4	17	9	10	10	0.6	1.3	-3
> CN(c1cccnc1)c1ncnc2[nH]ncc12
    -1	1	-2	-6	-11	9	0.5	0.8	-4
> Cc1cccc(C)c1NC(=O)CSc1nc2[nH]c(=O)cc(O)c2s1
    -4	2	4	5	5	-1	0.6	0.3	1
> COc1ccc(S(=O)(=O)N2CCCCCC2)cc1C(=O)OCC(=O)Nc1cc(C)on1
    15	2	-17	12	5	·	1.8	0.7	3
> Cc1ccc(NC(=O)COc2ccc(/C=N/NC(=O)CSCc3ccccc3)cc2)cc1
    -6	5	·	·	1	-15	·	-0.1	-4
> O=C(CSc1ccc(-c2cccs2)nn1)Nc1ccccc1
    -10&-7	7&7	-19	17&-5	-21&-2	-7&-5	0.2&-0.2	-4.7&-0.3	-1&4
> Cc1ccc(S(=O)(=O)N2CCCOC2CNC(=O)C(=O)NCCCn2ccnc2)cc1 (stereo unspecified)
    6	4	-9	17	-1	2	-0.7	-0.2	2
> Cc1cccc(CSC2=NCCN2S(=O)(=O)c2ccc(F)cc2)c1
    -3	3	2	8	-11	3	0.5	0.2	-6
> Cc1occc1C(=O)N1CCN(c2ncccn2)CC1
    0	-2	-4	-3	10	-8	0.5	0.0	0
> CCOc1cc(NC(=S)NCCOC)c(OCC)cc1NC(=O)c1ccco1
    1	4	18	7	-26	?	-1.2	-0.2	-3
> COC(=O)c1sc(NC(=S)NC(=O)c2ccccc2)nc1C
    -7	0	-7	1	-7	-7	0.0	0.1	2
> COCC(=O)NC1CCN(C(=O)NCc2ccccc2)CC1
    -4	0	-4	9	10	-4	0.8	0.6	1
> CC(C)(Oc1ccc(CCNC(=O)c2ccc(-c3ccc(Cl)cc3)o2)cc1)C(=O)O
    14	2	8	-8	-1	-13	0.8	1.2	0
> CC(=O)c1ccc(NC(=O)COC(=O)C2CCN(S(=O)(=O)c3cccs3)CC2)cc1
    -2	10	0	10	-19	-9	0.9	0.3	5
> CCc1cccc(N(C(=O)c2csnn2)C(C(=O)NC2CCCC2)c2cccnc2)c1 (stereo unspecified)
    -4	-2	4	1	7	5	0.0	0.3	-5
> Cc1[nH]c2ccccc2c1N=Nc1ccccc1F
    -6	1	-11	3	-20	-6	1.1	-0.3	-3
> COC(=O)c1ccccc1NC(=O)CNc1cc(OC)c(OC)cc1C
    -4	12	9	13	-20	-4	0.7	0.7	-5
> COc1ccc(NC(=O)COC(=O)[C@@H](NC(=O)c2c(F)cccc2F)C(C)C)cc1
    -6	1	-15	-1	8	-5	1.5	-0.7	-8
> CC(NC(=O)/C(C#N)=C/c1ccc(C(=O)O)cc1)c1ccccc1 (stereo unspecified)
    -3	14	-23	-11	5	-11	1.0	-0.9	3
> COc1ccc(C(=O)O)cc1S(=O)(=O)N(C)CCc1ccccn1
    0	2	2	-6	2	-18	0.6	0.5	0
> COc1cccc(-c2cc(C(=O)Nc3cc(Cl)ccc3O)on2)c1
    -3	3	·	-6	-14	-4	0.6	-0.9	6
> Cc1ccccc1N(CC(=O)NCc1ccc2c(c1)OCO2)C(=O)CCC(=O)Nc1ccccn1
    -6	0	4	-7	10	2	-0.5	0.0	-4
> CCN(CC)S(=O)(=O)c1ccc(Cl)c(NC(=O)c2ccc(C#N)cc2)c1
    4	3	-4	-3	-10	1	0.2	0.0	-2
> COCCNC(=S)NNC(=O)c1cc(-c2cccnc2)nc2ccccc12
    -1	2	-10	-12	1	-10	0.8	0.1	2
> CCOc1ccc(CCNC(=O)COC(=O)COc2ccccc2C)cc1OCC
    3	0	2	2	10	-7	-0.6	-0.9	1
> O=c1ccn(Cc2ccccc2Cl)cc1
    -3	3	-23	-3	16	21	0.3	0.2	-7
> CCOC(=O)c1c(C=O)c(C)n(Cc2ccc(C)cc2)c1C
    18	104*	-19	17	-56*	-29	0.6	-0.4	0
> O=C(Nc1ccc(S(=O)(=O)N2CCOCC2)cc1)c1cccc(Br)c1
    2	5	-15	8	-19	4	1.3	0.4	-1
> CCOc1ccc(NC(=O)Cn2cc(C(=O)c3ccc(OCC)cc3)c(=O)c3cc4c(cc32)OCCO4)cc1
    -1	1	·	0	9	·	0.9	1.4	-2

2 consecutive records already listed, quoted:
Results follow in this order: D1 potentiator	D1 agonist	D2 antag	D2 potentiator	D1 antag	RXFP1 antag	D2 agonist	TRHR agonist	TRHR PAM
> O=c1ccn(Cc2ccccc2Cl)cc1
    -3	3	-23	-3	16	21	0.3	0.2	-7
> CCOC(=O)c1c(C=O)c(C)n(Cc2ccc(C)cc2)c1C
    18	104*	-19	17	-56*	-29	0.6	-0.4	0

From PubChem
